SIAH1 antagonists: Siah-1 peptide-binding antagonists, primary screen, biochemical, fluorescence polarization, rhodamine-plectin, uHTS (AID 1817); Siah-1 / rhodamine-plectin peptide fluorescence polarization; higher % means a stronger effect; displacement, % at 20 µM; hits with a dose series show IC50 in µM; 0.02% of 290,000 active;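 active means displacement of at least 50% at 20 µM, with a fluorescence ratio check between 0.3 and a set limit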;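 further: plate controls were Siah plus tracer with DMSO for no effect and tracer alone without Siah for full effect; strong numbers were not always called active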
AID2073: inhibitors of Mint1-CaV2.2 protein interaction, biochemical, HTRF (AID 2073) | inhibition, % at 20 µM; hits with a dose series show IC50 in µM | HTRF protein-protein interaction, Mint1-CaV2.2; higher % means a stronger effect | 0.19% of 290,000 active; in the data active means inhibition mostly above about 51%, no sharp cut-off; inconclusive means no clear call, values can overlap the other calls; inactive means mostly below about 53%; further: some results filed as inactive read as strong as hits
LYP inhibition: PTPN22 lymphoid phosphatase activity blockers – biochemical, fluorescence intensity, uHTS (AID 1779); recombinant LYP phosphatase, fluorescence intensity; higher % means a stronger effect; inhibition, % at 11.5 µM, or IC50 in µM where a hit was titrated; 0.054% of 290,000 active; in the data active means inhibition above about 50%;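 further: plate controls were vehicle with enzyme for no effect and no enzyme for full effect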
Numbers without * were called inactive; ? = inconclusive. The list is partial, so the mix of outcomes need not match the whole.

The opening 5 records, ahead of the listing:
SMILES | SIAH1 antagonists | AID2073 | LYP inhibition
CC(=O)c1ccc(N2CCN(CC(O)COC(c3ccccc3)c3ccccc3)CC2)cc1 (configuration not stated) | 5% | 6% | -8%
Cc1ccc(NC(=O)Nc2cnccn2)c(C)c1 | -4% | 5% | -6%
Cc1ccc(NC(=O)C2CCN(C(=O)[C@@H]3Cc4ccccc4CN3)CC2)c(C)c1 | -1% | 13% | -8%
COc1ccc(CC(=O)N2CCN(c3ccccc3F)CC2)cc1OC | 9% | 6% | -8%
Cc1ccnc(NS(=O)(=O)c2ccccc2)c1 | -4% | 14% | -10%

Results (from the top)
SMILES | SIAH1 antagonists | AID2073 | LYP inhibition
CC(=O)c1ccc(N2CCN(CC(O)COC(c3ccccc3)c3ccccc3)CC2)cc1 (configuration not stated) | 5% | 6% | -8%
Cc1ccc(NC(=O)Nc2cnccn2)c(C)c1 | -4% | 5% | -6%
Cc1ccc(NC(=O)C2CCN(C(=O)[C@@H]3Cc4ccccc4CN3)CC2)c(C)c1 | -1% | 13% | -8%
COc1ccc(CC(=O)N2CCN(c3ccccc3F)CC2)cc1OC | 9% | 6% | -8%
Cc1ccnc(NS(=O)(=O)c2ccccc2)c1 | -4% | 14% | -10%
CCOC(=O)c1c(NC(=O)COC(=O)c2ccccc2NC)sc(C(=O)N(C)C)c1C | 2% | 16% | -5%
CC(C)C[C@H](N)C(=O)N1CCC(C(=O)N[C@H](C(=O)NCc2ccc(F)cc2)C(C)C)CC1 | 3% | -3% | -7%
O=C(CN1C(=O)S/C(=C\c2ccccc2Cl)C1=O)NCCCn1ccnc1 | -4% | -17% | -7%
COc1cccc(-c2nc(CS(=O)(=O)CC(=O)NCCCN3CC(C)CC(C)C3)c(C)o2)c1 (configuration not stated) | -6% | 20% | -18%
Cc1c(OCC(=O)N2CCC[C@@H]2C(=O)O)ccc2c3c(c(=O)oc12)CCC3 | -1% | 5% | -4%
CC(C)Cc1nnc(NC(=O)CCC(=O)N2CCN(c3ccc(Cl)cc3)CC2)s1 | 4% | -3% | -9%
O=C(CN1C(=O)/C(=C\c2cccc(Br)c2)Oc2ccccc21)NCC1CCCO1 (configuration not stated) | -4% | 5µM* | -11%

Two of the compounds above, in CSV form:
Molecule,SIAH1 antagonists,AID2073,LYP inhibition
CCOC(=O)c1c(NC(=O)COC(=O)c2ccccc2NC)sc(C(=O)N(C)C)c1C,2%,16%,-5%
Cc1ccc(NC(=O)Nc2cnccn2)c(C)c1,-4%,5%,-6%

Full records as entered above:
Cc1c(OCC(=O)N2CCC[C@@H]2C(=O)O)ccc2c3c(c(=O)oc12)CCC3 is listed as SIAH1 antagonists = -1%; AID2073 = 5%; LYP inhibition = -4%
Cc1ccnc(NS(=O)(=O)c2ccccc2)c1 is listed as SIAH1 antagonists = -4%; AID2073 = 14%; LYP inhibition = -10%
CCOC(=O)c1c(NC(=O)COC(=O)c2ccccc2NC)sc(C(=O)N(C)C)c1C is listed as SIAH1 antagonists = 2%; AID2073 = 16%; LYP inhibition = -5%

(listing goes on)
SMILES | SIAH1 antagonists | AID2073 | LYP inhibition
CC(=O)c1ccccc1OCCCCN1CCCCC1 | 0% | 7% | -13%
Cc1ccc(-c2c(C(=O)N/N=C/C3CCCCC3)nnn2-c2nonc2N)cc1 | -3% | 0% | -16%
COc1cc2ccccc2cc1C(=O)Nc1ccccc1Cl | 1% | 29% | 6%
CC(C)(C)OC(=O)N1CCC[C@H]1C(=O)O | -2% | 16% | -7%
Cc1ccc(/C=N/NC(=O)c2nnn(-c3nonc3N)c2-c2ccccc2)o1 | 0% | 0% | -5%
COc1cc(C(=O)Oc2cc(N)n(S(=O)(=O)c3ccccc3)n2)cc(OC)c1OC | -4% | -28% | -7%
O=C(C[C@H]1C(=O)N(CCc2ccccc2)C[C@@H]1Cc1ccccc1)Nc1ccccc1 | -1% | 5% | -3%
CC(=O)c1ccc(NC(=O)C2CCN(S(=O)(=O)c3ccc4c(c3)N(C(C)=O)CCO4)CC2)cc1 | 4% | -3% | -12%
Cc1ccc(C)c(NC(=O)c2cc(-c3cc(C)ccc3O)n[nH]2)c1 | -2% | 7% | 0%
CC(C)c1ccc(NC2CCCN(C(=O)c3cccc4nccnc34)C2)cc1 (configuration not stated) | -3% | 2% | -9%
Cn1c(=O)c2c(nc3n2CC(COc2ccc(Cl)cc2)O3)n(C)c1=O (configuration not stated) | 8% | 8% | -5%
CC(=O)c1ccc(N2C(=O)C3C4C=CC(CC4)C3C2=O)cc1 (configuration not stated) | -4% | -33% | -4%
CN(Cc1ccon1)C(=O)CC1C(=O)NCCN1Cc1ccc(F)c(F)c1 (configuration not stated) | -4% | 1% | -10%
O=c1[nH]c(=S)[nH]c2c1C(c1ccc(Br)cc1)c1c([nH]c(=S)[nH]c1=O)O2 | 16% | 20% | -6%
O=C1CCC(C(=O)Nc2cc(C(F)(F)F)ccc2-n2cncn2)=NN1 | 2% | -7% | -7%
CCc1cc(CNC(=O)c2ccc(OC)c(OC3CCN(C(C)C)CC3)c2)on1 | 4% | -1% | -9%
CNc1ccccc1NC(=O)C1CCCN1C(=O)OCc1ccccc1 (configuration not stated) | -2% | -13% | 1%
COc1ccc(-c2nn(CCC#N)cc2C(=O)Nc2cccc(C(=O)O)c2)cc1OC | 0% | 8% | -3%
CC(C)C(OC(=O)CN1C(=O)c2ccccc2C1=O)C(=O)NC1CCCC1 (configuration not stated) | 2% | 15% | -9%
O=C1NC(=O)c2cc([N+](=O)[O-])cc3cccc1c23 | -2% | -5% | 2%
CC(=O)N(Cc1cccc(Br)c1)c1ccc(N2CCOCC2)c(Cl)c1 | 11% | 3% | -6%
COc1ccc(CN(C)C(=O)Cc2c[nH]c3ccccc23)c(OC)c1OC | 0% | -3% | -4%
CCC1CCCCN1CCCNC(=O)c1ccc(CS(=O)(=O)c2ccc(Br)cc2)o1 (configuration not stated) | 11% | 7% | -10%
CC1CCN(C(=O)CSc2nnc(N)s2)CC1 | -7% | 0% | -8%
NC(=O)c1cc(-c2csc(NCCc3ccccc3)n2)ccc1O | 6% | -5% | -7%
CCOC(=O)C1CCN(c2cc3c(cc2NC(=O)c2cc(OC)ccc2Br)n(C)c(=O)n3C)CC1 | -4% | ? | -6%
COc1ccccc1NC(=O)Cn1nc(C)n2cccc2c1=O | -2% | 20% | -15%
O=C(Nc1ccc(Oc2ccccc2)nc1)C1CCCCN1Cc1ccc(OCCO)cc1 (configuration not stated) | 3% | -4% | -9%
CSc1cccc(NC(=O)C2CC(=O)N(Cc3ccccc3)C2)c1 (configuration not stated) | -4% | 11% | -8%
CCc1ccc2oc(C(=O)NC3CCS(=O)(=O)C3)cc(=O)c2c1 (configuration not stated) | -2% | 3% | 4%
O=c1[nH]c(C2CCN(S(=O)(=O)c3ccccc3F)CC2)nc2c1nnn2Cc1ccc(F)cc1 | 3% | 23% | -3%
COc1ccc(CCN2CCCC(CN(C)Cc3cc(Cl)c(O)c(OC)c3)C2)cc1 (configuration not stated) | 4% | 0% | -7%
Cc1ccc(NC(=O)CNCc2cccs2)c(Br)c1 | 7% | 2% | -8%
Cc1ccc(-c2csc(N3CCN(CCCn4c(-c5ccncc5)nc5ccccc54)CC3)n2)cc1 | -5% | -7% | -1%
Cc1ccc(S(=O)(=O)NCCNc2ccc([N+](=O)[O-])cc2)cc1 | -3% | 18% | -2%
C#CCN(C(=O)c1ccc(OC)c(OC2CCN(C(C)C)CC2)c1)C1CCCCC1 | 5% | 0% | -10%
COc1ccc(CC(=O)OC(C)C(=O)c2ccc(C)cc2)cc1 (configuration not stated) | -4% | 7% | -1%
COc1ccc(C(=O)NCCNc2nc3c(C)cccc3cc2C#N)cc1OC | 5% | 13% | -7%
Cc1ccccc1S(=O)(=O)Cc1ccc(C(=O)NC(C)c2ccccc2)o1 (configuration not stated) | -4% | 7% | -9%
Cc1c(NC(=O)C(C)OC(=O)c2nc(Cl)ccc2Cl)c(=O)n(-c2ccccc2)n1C (configuration not stated) | -3% | 4% | -3%
COc1ccc(OC)c(S(=O)(=O)n2ccnc2C(C)C)c1 | 15% | 10% | -11%
CC(NC(=O)[C@H](C)NC(=O)N1CCn2c1nc1ccccc12)c1ccccc1 (some centres not stated) | -3% | 5% | -15%
CCOC(=O)c1c(NC(=O)C2CC(Cl)=CCC2C(=O)O)sc2c1CCCCC2 (configuration not stated) | 5% | 9% | -9%
COc1ccc(/C=C2\SC(=O)N(CCC(=O)N(C)C3CCS(=O)(=O)C3)C2=O)cc1 (configuration not stated) | 8% | -3% | -8%
O=S1(=O)NC(CC2=CCCCC2)C2CCCCC2O1 (configuration not stated) | -4% | 32% | -6%
O=C(O)c1ccccc1S(=O)(=O)CC(=O)N1CCCCC1 | 6% | 29% | -5%
CCOc1ccccc1NS(=O)(=O)c1c[nH]c(C(=O)OC)c1 | 0% | -1% | -7%
O=C1CN(C(=O)c2ccccc2)C(c2ccccc2)c2cc(Cl)ccc2N1 (configuration not stated) | -4% | 6% | -5%
COc1ccc(CCNC(=O)CCCCCN2C(=O)[C@@H]3Cc4ccccc4CN3C2=O)cc1OC | 12% | -2% | -8%
NC(=O)C1CCCN(S(=O)(=O)c2ccc3ccccc3c2)C1 (configuration not stated) | -2% | 7% | -7%
COc1cc(C(=S)N2CCCC2)ccc1OCc1ccc(C)cc1 | -7% | -13% | -7%
Cc1ccc(C(C)C)cc1OCC(=O)NNC(=O)Nc1ccccc1 | 11% | 7% | -5%
CC(=O)Nc1ccccc1NC(=O)C/C(C)=N/NC(=O)C(=O)N1CCCCC1 | 0% | -6% | -4%
CC1Cc2nc(SCC(=O)NCC3CCCO3)n(C)c(=O)c2S1 (configuration not stated) | -8% | -1% | 3%
CN1C(=O)c2cccc3c(S(=O)(=O)NCCc4ccccc4)ccc1c23 | 1% | 48% | -12%
COc1ccc(OC)c(NC(=O)c2ccc3c(c2)C(=O)N(c2ccc(OC(C)=O)cc2)C3=O)c1 | -3% | 21% | -4%
OCCN(Cc1ccccc1)CC(O)COc1ccc2c(c1)OCO2 (configuration not stated) | 0% | 1% | -9%
CC(NS(=O)(=O)OCC(Cl)(Cl)Cl)c1ccc(Br)cc1 (configuration not stated) | -8% | 13% | -7%
C=CCn1c(SCC(=O)N2CCOCC2)nc2c([nH]c3ccccc32)c1=O | 0% | -1% | -8%
Oc1c(Br)cc(/C=N/n2c(-c3ccccc3)n[nH]c2=S)cc1Br | 0% | -16% | 2%

Other results.
SMILES | SIAH1 antagonists | AID2073 | LYP inhibition
Cc1csc(NC(=O)CSc2nc(=O)cc(N)n2-c2ccc(F)cc2)n1 | -4% | 2% | -9%
Cc1cc(C)nc(NC(=O)c2ccc(Br)cc2)n1 | -7% | 7% | -8%
COc1ccc(OCC(O)CN2CCOCC2)cc1 (configuration not stated) | 4% | 0% | -5%
Nc1c(-c2cccs2)cnc2c(-c3ccc(F)cc3)cnn12 | 0% | 4% | -6%
CCOc1ccc(N(CC(=O)NC2CCCCC2)C(=O)CCC(=O)Nc2nccs2)cc1 | 1% | 22% | 3%
Cc1cc(C)n2nc(-c3cccc(Br)c3)cc2n1 | 15% | 18% | -6%
O=C(CCS(=O)(=O)c1ccccc1)OCc1ccc([N+](=O)[O-])cc1 | -6% | 8% | -5%
Cc1ccc(C(=O)N2CCc3ccccc3C2)cc1S(=O)(=O)N1CCOCC1 | -3% | 5% | -10%
CC(C)c1ccc(/C=N/NC(=O)C2CCCC2)cc1 | -6% | 33% | 5%
CCCCN(C)CCCNC(=O)C1CCC(CNS(=O)(=O)c2c(C)cc(C)cc2C)CC1 (configuration not stated) | 0% | -7% | -4%
CN(CCCNC(=O)CCC(=O)N1CCOc2ccccc21)Cc1ccccc1 | -4% | 7% | -8%
CCN(Cc1ccccc1)C(=O)Cn1c(=O)n(CCC(=O)N2CCCCC2)c(=O)c2sccc21 | 1% | 3% | -9%
COc1ccc(-n2c(=S)[nH]c3cc(C(=O)NCc4ccccc4)ccc3c2=O)c(OC)c1 | -1% | -18% | -11%
CC1CCC(NC(=O)CN(C)S(=O)(=O)c2ccc3c(c2)CCC(=O)N3)CC1 (configuration not stated) | 5% | 4% | -6%
CC(NC(=O)COc1cccnc1[N+](=O)[O-])c1ccc(Cl)cc1 (configuration not stated) | -1% | -9% | -2%
CN(C)N1C(N)=C(C#N)C(c2ccc3c(c2)OCO3)C2=C1CC(C)(C)CC2=O (configuration not stated) | 5% | 1% | -8%
Cc1cc(OCc2cc(C(=O)NCCN3CCCCC3CO)no2)cc(C)c1Cl (configuration not stated) | 1% | 6% | -7%
CC(C)(C)c1ccc(/C=C/C(=O)Nc2cccnc2)cc1 | 2% | 6% | -2%
COc1cc2[nH]c(=O)n(CCCC(=O)NC3CCCCC3)c(=O)c2cc1OC | 5% | 7% | 0%
O=C(NC(=S)N1CCN(c2ccccc2)CC1)c1c(F)cccc1F | -8% | -9% | -4%
O=C(NC(=S)Nc1ccc2oc(=O)ccc2c1)c1cccc(Cl)c1 | 13% | 11% | -4%
CNc1c(-n2cc(C(=O)OC)c(C(=O)OC)c2C(=O)OC)c(=O)n(C)c(=O)n1C | -3% | 12% | -5%
O=C(O)c1c(NC(=O)N2CCCC2)sc2c1CCCC2 | 10% | -4% | -2%
O=[N+]([O-])c1ccc(N/N=C/c2cccnc2)cc1 | 0% | 0% | -7%
O=C(c1ccc2c(=O)n(Cc3ccccc3Cl)c(=S)[nH]c2c1)N1CCOCC1 | 13% | -18% | 2%

Source: PubChem
